# Growth percent in the NCI-60 one-dose screen (48 h, 10 µM unless noted): 100 = growth as untreated, 0 = no growth, -100 = all killed.
# MDA-MB-231 – MDA-MB-231 breast cancer | 5% of 81,000 active | AID 1794789
# HS 578T – HS 578T breast cancer; 4.1% of 78,000 active
# MCF7 – MCF7 breast cancer; 6.3% of 82,000 active
# MDA-MB-468 – MDA-MB-468 breast cancer; 8.5% of 78,000 active; AID 2202374
# T-47D – T-47D breast cancer | 5% of 79,000 active
# LOX IMVI – LOX IMVI melanoma; 7.4% of 79,000 active
# MALME-3M – MALME-3M melanoma | 5.8% of 78,000 active
# BT-549 – BT-549 breast cancer | 4.4% of 78,000 active | AID 1794793
# Starred values were filed as active, the others as inactive; · = not tested or not shown; & = joins results of further samples; [ ] = another dose, or the depositor's remark. How the source made its calls: active means growth percent below 10; inactive means the rest.
No.	mol	MDA-MB-231	HS 578T	MCF7	MDA-MB-468
1	Oc1ccc(C(O)c2ccccc2O)cc1 (stereo unspecified)	111	112	109	108
2	COc1cc(NC(=O)COc2cc(C)nc3ccc(OC)cc23)cc(OC)c1	80	95	87	76
3	CC1=NN(c2nc(-c3ccccc3)c(C#N)c(=O)n2C)C(=O)C1N=Nc1ccc(S(N)(=O)=O)cc1 (stereo unspecified)	104	85	98	88
4	COc1ccccc1NCC(=O)Nc1ncc(Cc2ccccc2)s1	95	108	28	84
5	CN(C)C(=O)c1cccc(N)c1	101	101	94	97
6	C=C[C@@H]1C[C@H](O)Cc2c(C)cc(C)cc2N1	101	100	93	92
7	C=C(C)[C@@H]1CC[C@]2(NC(=O)Nc3ccccn3)CC[C@]3(C)[C@H](CC[C@@H]4[C@@]5(C)Cc6c([nH]c7ccccc67)C(C)(C)[C@@H]5CC[C@]43C)[C@@H]12	83	95	84	128
8	CC1CN(CCOC(=O)Nc2ccc(Cl)cc2)CCN1C(C)(C)C (stereo unspecified)	·	104	84	97
9	O=C(O)c1ccc(N/N=C/c2cn(-c3ccc(C(=O)O)cc3)nc2-c2cc3ccccc3oc2=O)cc1	95	109	87	112
10	C/C(=N/N)c1nnn(-c2ccc(Br)cc2)c1C	101	102	78	95
11	COc1ccc(-c2nc(SC)[nH]c(=O)c2C#N)cc1	100	118	100	98
12	O=S(=O)(NCCNc1nccc(-c2c(-c3cccc(F)c3)nc3occn23)n1)c1ccc(C(F)(F)F)cc1	87	74	·	75

No.	T-47D	LOX IMVI	MALME-3M	BT-549
1	89	91	95	·
2	96	86	83	85
3	100	94	104	112
4	35	94	101	100
5	107	106	96	113
6	103	78	103	96
7	91	98	101	107
8	94	93	·	103
9	104	100	95	95
10	102	86	102	102
11	105	100	96	109
12	62	96	86	106

# Further structures.
No.	mol	MDA-MB-231	HS 578T	MCF7	MDA-MB-468
13	CC(=O)NNc1nc(C)c(C(=O)NNC(=O)C(=O)Nc2ccccc2C#N)s1	75	97	84	111
14	CC(c1ccc(Cl)cc1)(c1c[nH]c2ccccc12)c1c[nH]c2ccccc12	66	83	38	62
15	CC(=O)c1ccc(NC(=O)CSc2nc3ccccc3c(=O)n2CCc2ccccc2)cc1	62	68	84	87
16	O=c1[nH]c2ccccc2cc1-c1nnc(COc2ccccc2)o1	104	89	91	102
17	O=C1c2c(O)c(O)c(S(=O)(=O)O)c(O)c2C(=O)c2c(O)c(O)c(S(=O)(=O)O)c(O)c21	100	94	103	102
18	COc1cc(/C=C/C(=O)c2nnn(-c3ccc(Cl)cc3)c2C)cc(OC)c1OC	·	·	8.7*	-21*
19	COC(=O)c1ccc2cn[nH]c2c1	95	111	93	121
20	O=c1oc2c(cc1-c1cc3ccccc3oc1=O)C(O)Oc1ccc(F)cc1-2 (stereo unspecified)	85	54	72	·
21	CCC(CC)COC(=O)c1ccccc1C	104	102	99	117
22	Nc1nn2c(-c3ccc(Cl)cc3)ccnc2c1N=Nc1ccc(S(N)(=O)=O)cc1	103	102	102	103
23	CC(C)Sc1nc(NC2CC2)c(C#N)c(-c2ccc(Cl)cc2)n1	100	99	95	94
24	CCC(=O)OCCCOCCCOc1ccccc1	99	125	102	85

No.	T-47D	LOX IMVI	MALME-3M	BT-549
13	96	92	121	90
14	47	53	105	67
15	81	75	·	98
16	87	87	99	86
17	101	100	74	97
18	43	·	49	37
19	113	·	104	103
20	197	84	52	74
21	101	94	102	102
22	109	106	105	121
23	96	88	108	96
24	·	98	92	98

# (cont.)
No.	mol	MDA-MB-231	HS 578T	MCF7	MDA-MB-468
25	CC(C)(C)C(C)(C)CN	106	91	101	107
26	CN(C)c1ccc(-c2cc(-n3nnnc3-c3ccccc3)no2)cc1	107	·	94	104
27	Nc1ncnc2c1N=C(c1ccccc1)CC(c1sc(Cl)nc1Cl)N2 (stereo unspecified)	86	94	85	83
28	Nc1ccc(CCc2ccccc2)cc1	69	110	105	79
29	Cc1c([N+](=O)[O-])cc(C(=O)Cl)cc1[N+](=O)[O-]	117	·	94	101
30	CN(C)c1ccc(C2N(Cc3ccccc3)CCC3CCCCN32)cc1 (stereo unspecified)	105	112	95	88
31	CCCNc1cc(=S)nc(N)[nH]1	101	154	101	107
32	C(=Nc1ccc(N2CCN(c3ccccc3)CC2)cc1)c1cccs1	106	106	87	93
33	Cc1noc(C)c1CSc1ccccc1C(=O)N1CCN(Cc2cccs2)CC1	97	95	99	107
34	COc1ccc(C2C(C#N)=C(N)Oc3c2c(C)nn3C(N)=O)cc1 (stereo unspecified)	110	103	92	108
35	COc1ccc(NC(=O)N=c2oc3ccccc3cc2-c2cc3ccccc3[nH]2)cc1	71	61	55	·
36	COc1cc(-c2nc(-c3ccccc3)[nH]c2-c2ccnc(NCCCNS(=O)(=O)c3ccc(Br)cc3)n2)ccc1F	55	63	25	33

No.	T-47D	LOX IMVI	MALME-3M	BT-549
25	101	101	93	112
26	126	101	105	120
27	93	94	103	89
28	96	98	114	·
29	99	97	98	97
30	89	96	109	102
31	98	104	108	110
32	90	98	113	72
33	89	99	94	107
34	104	95	105	97
35	55	88	94	93
36	18	40	64	81

# 3 structures from above, arranged by SMILES length, descending.
No.	mol	MDA-MB-231	HS 578T	MCF7	MDA-MB-468
14	CC(c1ccc(Cl)cc1)(c1c[nH]c2ccccc12)c1c[nH]c2ccccc12	66	83	38	62
16	O=c1[nH]c2ccccc2cc1-c1nnc(COc2ccccc2)o1	104	89	91	102
10	C/C(=N/N)c1nnn(-c2ccc(Br)cc2)c1C	101	102	78	95

No.	T-47D	LOX IMVI	MALME-3M	BT-549
14	47	53	105	67
16	87	87	99	86
10	102	86	102	102

# Next part:
No.	mol	MDA-MB-231	HS 578T	MCF7	MDA-MB-468
37	CC(=O)C1=C(C)NC(SCc2nnc(-c3ccc(Cl)cc3)o2)=NC1c1ccc(F)cc1 (stereo unspecified)	83	94	89	89
38	N#Cc1ccc(S(N)(=O)=O)cc1	103	105	102	105
39	CSc1nc(O)c(Nc2ccc(Cl)cc2)c(=O)[nH]1	99	117	90	109
40	CC1=CC(C)C(C(=O)O)C(C(=O)O)C1 (stereo unspecified)	120	117	92	113
41	COc1cc(C2C=C(c3ccc(Cl)c(Cl)c3)N=C3SC(C)=CN32)cc(OC)c1OC (stereo unspecified)	89	100	25	63
42	O=C1C=CC(=Nc2cc(Br)c(O)c(Br)c2)C=C1Br	100	101	105	127
43	NC(=N\N=C/c1ccc(Cl)cc1Cl)/C(N)=N\N=C/c1ccc(Cl)cc1Cl	71	33	87	63
44	CCCSc1nc(-c2ccc(F)cc2)cc(-c2ccco2)n1	104	115	101	117
45	CC#CCC(N)C(=O)O (stereo unspecified)	115	127	98	106
46	Cc1nc(N)cc(C[n+]2csc(CCO)c2C)n1	112	109	113	121
47	O=C(c1ccccc1)C(Cc1ccccc1)N1CCCCC1 (stereo unspecified)	111&99	112&99	105&117	115&101
48	Cc1c(C)c2ccc3oc(NCc4ccccc4)nc3c2oc1=O	91	96	118	105

No.	T-47D	LOX IMVI	MALME-3M	BT-549
37	76	97	91	94
38	103	101	96	101
39	92	73	105	99
40	107	95	131	105
41	51	41	83	59
42	105	102	101	106
43	11	74	88	111
44	96	109	101	97
45	105	99	101	108
46	114	104	115	119
47	92&99	97&91	105&165	94&100
48	103	101	103	91

# (further entries)
No.	mol	MDA-MB-231	HS 578T	MCF7	MDA-MB-468
49	COC(=O)/C(CCC=C(C)C)=C1\[C@@H](OC(C)=O)C[C@@]2(C)[C@H]1C[C@@H](OCCC#N)[C@H]1[C@@]3(C)CC[C@@H](OCCC#N)[C@@H](C)[C@@H]3CC[C@@]12C	74	76	63	48
50	CCSC(=O)NNc1nc2ccccc2s1	84	108	86	99
51	CCCC1CCCCN1C(=O)OC (stereo unspecified)	99	102	100	243
52	CC(=O)Nc1ccc(S(=O)(=O)N/N=C(\C)CCC(=O)O)cc1	99	106	99	104
53	C=CCOc1ccc2c(C)cc(=O)oc2c1	128	·	98	·
54	COc1cc2ncnc(Nc3ccc(S(=O)(=O)Nc4cc(C)on4)cc3)c2cc1OCCCN1CCN(c2ccc([N+](=O)[O-])cc2)CC1	98	101	106	115
55	O=c1c2sc3ncccc3c2nnn1-c1ccccc1	97	108	91	104
56	CC1SC(=S)N(c2cccc(NC(=O)C(Cl)Cl)c2)C1=O (stereo unspecified)	87	84	47	30
57	O=C(O)CSCC(=O)N1CCN(c2cc3c(cc2F)c(=O)c(C(=O)O)cn3C2CC2)CC1	102	110	94	111
58	Cn1ncc(CC(=O)O)c1-n1nnc2ccccc2c1=O	97	100	134	91
59	COC(=O)c1cc(N=C2NC(=O)/C(=C/C=C/c3ccccc3)S2)ccc1O	55	35	18	17
60	COc1ccc(/C=C2\C(=O)N=C3N2N=C(N)N=C(N)N3c2ccccc2)cc1	89	26	93	91

No.	T-47D	LOX IMVI	MALME-3M	BT-549
49	40	84	99	82
50	94	92	110	87
51	102	·	94	109
52	89	89	95	96
53	105	105	132	109
54	102	96	104	109
55	85	104	105	108
56	64	89	83	100
57	116	93	99	·
58	103	93	100	97
59	33	40	65	48
60	105	101	98	90

# Further entries.
No.	mol	MDA-MB-231	HS 578T	MCF7	MDA-MB-468
61	O=C1c2c[n+](Cc3ccccc3)ccc2-c2nc3ccccc3c3ccnc1c23	-14*	-19*	-42*	-59*
62	O=P1(NC2CCCC2)OCC2(CO1)COP(=O)(NC1CCCC1)OC2 (stereo unspecified)	93	105	108	109
63	O=[N+]([O-])c1cccc(/C=N\N=C\c2ccccc2O)c1	75	100	43	·
64	c1csc([C@H](CC2CCCCC2)c2ccc3ccccc3c2)c1	112	117	90	108
65	COC(=O)C(NC(=O)c1ccccc1)C(C)(C)SCc1ccccc1 (stereo unspecified)	101&107	108&105	99&106	98&103
66	CC(=O)CC(=O)N(C)C	·	98	95	97
67	CC(C)Sc1oc(-c2ccccc2)nc1S(=O)(=O)c1ccc(Br)cc1	81	92	93	95
68	C[N+]1(C)CCCC(C#CC[N+]2(C)CCCC2)C1 (stereo unspecified)	114	107	93	102
69	O=C(NO)Nc1ccccc1C(=O)O	97	108	94	94
70	O=C1Nc2ccc(OC(F)(F)F)cc2C12Nc1ccccc1S2 (stereo unspecified)	85	78	57	96
71	CC(C)CN1CC(C(=O)Nc2ccc3c(c2)-c2ccccc2C3)CC1=O (stereo unspecified)	56[50 µM]	29[50 µM]	53[50 µM]	61[50 µM]
72	CN(C)S(=O)(=O)Oc1ccc(-c2ccc3sccc3c2)cc1	90	103	103	89

No.	T-47D	LOX IMVI	MALME-3M	BT-549
61	-48*	-37*	-96*	-31*
62	98	88	·	116
63	63	93	105	92
64	90	97	104	104
65	85&92	103&94	84&103	116&108
66	·	94	99	99
67	63	97	94	100
68	87	97	92	81
69	101	96	·	106
70	45	86	72	65
71	62[50 µM]	76[50 µM]	59[50 µM]	65[50 µM]
72	88	97	107	108

# (list continues)
No.	mol	MDA-MB-231	HS 578T	MCF7	MDA-MB-468
73	CCN(CC)c1ccc2cc(C(Nc3ccc(OC)cc3)c3nnnn3C(C)(C)C)c(=O)oc2c1 (stereo unspecified)	91	93	87	100
74	O=C1c2ccccc2CCCC1Br (stereo unspecified)	111	108	104	101
75	COc1ccc2[nH]cc(-c3nnc(N)nc3-c3cn(C)c4ncc(Br)cc34)c2c1	46	56	69	43
76	Cc1ccc(S(=O)(=O)Nc2ccc3[nH]ccc3c2)cc1	95	102	89	90

No.	T-47D	LOX IMVI	MALME-3M	BT-549
73	88	88	107	78
74	104	94	91	106
75	62	72	121	64
76	95	98	84	98

# Arranged by number of heavy atoms (lowest first): part of the list above
No.	mol	MDA-MB-231	HS 578T	MCF7	MDA-MB-468
66	CC(=O)CC(=O)N(C)C	·	98	95	97
74	O=C1c2ccccc2CCCC1Br (stereo unspecified)	111	108	104	101
69	O=C(NO)Nc1ccccc1C(=O)O	97	108	94	94
68	C[N+]1(C)CCCC(C#CC[N+]2(C)CCCC2)C1 (stereo unspecified)	114	107	93	102
63	O=[N+]([O-])c1cccc(/C=N\N=C\c2ccccc2O)c1	75	100	43	·
58	Cn1ncc(CC(=O)O)c1-n1nnc2ccccc2c1=O	97	100	134	91
72	CN(C)S(=O)(=O)Oc1ccc(-c2ccc3sccc3c2)cc1	90	103	103	89
64	c1csc([C@H](CC2CCCCC2)c2ccc3ccccc3c2)c1	112	117	90	108
62	O=P1(NC2CCCC2)OCC2(CO1)COP(=O)(NC1CCCC1)OC2 (stereo unspecified)	93	105	108	109
71	CC(C)CN1CC(C(=O)Nc2ccc3c(c2)-c2ccccc2C3)CC1=O (stereo unspecified)	56[50 µM]	29[50 µM]	53[50 µM]	61[50 µM]
59	COC(=O)c1cc(N=C2NC(=O)/C(=C/C=C/c3ccccc3)S2)ccc1O	55	35	18	17
60	COc1ccc(/C=C2\C(=O)N=C3N2N=C(N)N=C(N)N3c2ccccc2)cc1	89	26	93	91
61	O=C1c2c[n+](Cc3ccccc3)ccc2-c2nc3ccccc3c3ccnc1c23	-14*	-19*	-42*	-59*
57	O=C(O)CSCC(=O)N1CCN(c2cc3c(cc2F)c(=O)c(C(=O)O)cn3C2CC2)CC1	102	110	94	111

No.	T-47D	LOX IMVI	MALME-3M	BT-549
66	·	94	99	99
74	104	94	91	106
69	101	96	·	106
68	87	97	92	81
63	63	93	105	92
58	103	93	100	97
72	88	97	107	108
64	90	97	104	104
62	98	88	·	116
71	62[50 µM]	76[50 µM]	59[50 µM]	65[50 µM]
59	33	40	65	48
60	105	101	98	90
61	-48*	-37*	-96*	-31*
57	116	93	99	·

No.	mol	MDA-MB-231	HS 578T	MCF7	MDA-MB-468
73	CCN(CC)c1ccc2cc(C(Nc3ccc(OC)cc3)c3nnnn3C(C)(C)C)c(=O)oc2c1 (stereo unspecified)	91	93	87	100

No.	T-47D	LOX IMVI	MALME-3M	BT-549
73	88	88	107	78

# Screens as filed in PubChem BioAssay.
